# Compound activity deposited in PubChem BioAssay by several laboratories.
# MCL1 BIM primary – disrupts human MCL1 binding to BIM-BH3 peptide. GST-MCL1 / FITC-Bim-BH3 fluorescence polarization. inhibition, % at 10.9 µM. hit rate 0.68% among 320,000. AID 2057;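 active = inhibition above the mean inhibition of all tested compounds plus 3 SD, set per campaign, cut at about 40% in these data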;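 also: 0% = DMSO wells and 100% = unlabeled Bim-BH3 peptide control; higher means more loss of mP so more displacement of Bim peptide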
# Target sequence (Q07820 whole entry, looked up): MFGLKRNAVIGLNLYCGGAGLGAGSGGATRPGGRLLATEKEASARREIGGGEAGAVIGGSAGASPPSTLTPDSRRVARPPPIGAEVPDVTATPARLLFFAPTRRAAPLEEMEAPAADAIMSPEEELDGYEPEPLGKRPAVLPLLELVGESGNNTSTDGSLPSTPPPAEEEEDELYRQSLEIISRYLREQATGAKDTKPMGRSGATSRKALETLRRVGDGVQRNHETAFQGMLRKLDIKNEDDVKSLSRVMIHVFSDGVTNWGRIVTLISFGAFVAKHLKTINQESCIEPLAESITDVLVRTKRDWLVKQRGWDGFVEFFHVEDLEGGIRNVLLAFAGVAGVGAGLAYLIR
# GSTO1 counter – blocks human GSTO1 in RBBP9 counter-screen; AID 1974; P78417; inhibition, % at 5.96 µM; recombinant GSTO1, activity-based probe fluorescence polarization; hit rate 1.1% among 300,000;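 active = inhibition above the campaign mean inhibition plus 3 SD, cut at about 35% in these data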;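 also: 0% = GSTO1-1 with DMSO and 100% = wells lacking GSTO1-1 enzyme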
# Target sequence (P78417 whole entry, looked up): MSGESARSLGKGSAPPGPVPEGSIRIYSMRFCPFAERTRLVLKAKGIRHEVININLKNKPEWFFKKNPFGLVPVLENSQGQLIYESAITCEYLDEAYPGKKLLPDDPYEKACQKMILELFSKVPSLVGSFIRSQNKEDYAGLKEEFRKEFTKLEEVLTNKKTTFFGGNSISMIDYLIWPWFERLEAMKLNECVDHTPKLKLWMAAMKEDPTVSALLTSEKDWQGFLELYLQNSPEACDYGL
# GLD-1 TGE inh – GLD-1-TGE RNA interaction inhibition (C. elegans) | Q17339 | purified GLD-1 + fluorescein TGE RNA, fluorescence polarization | inhibition, % at 5.96 µM | hit rate 0.44% among 320,000 | AID 2280;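 active = percent inhibition above a per-plate cutoff, the plate mean of test compounds plus 3 SD, cut at about 30% in these data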;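 also: 0% = DMSO wells with GLD-1 and probe and 100% = wells lacking GLD-1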
# PME-1 inh – blocks human protein phosphatase methylesterase 1; recombinant PME-1, FP-Rh probe fluorescence polarization; inhibition, % at 5.9 µM; hit rate 0.53% among 320,000; AID 2130;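 active = inhibition above the campaign mean of all compounds plus 3 SD, cut at about 26% in these data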;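 also: competitive labeling of PME-1 active site by serine hydrolase directed probe; 0% = PME-1 with DMSO and 100% = wells lacking PME-1 enzyme; inhibitors block probe labeling so polarization falls and inhibition rises; many of its hits are not listed in these tables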
# Target sequence (Q9Y570 whole entry, looked up): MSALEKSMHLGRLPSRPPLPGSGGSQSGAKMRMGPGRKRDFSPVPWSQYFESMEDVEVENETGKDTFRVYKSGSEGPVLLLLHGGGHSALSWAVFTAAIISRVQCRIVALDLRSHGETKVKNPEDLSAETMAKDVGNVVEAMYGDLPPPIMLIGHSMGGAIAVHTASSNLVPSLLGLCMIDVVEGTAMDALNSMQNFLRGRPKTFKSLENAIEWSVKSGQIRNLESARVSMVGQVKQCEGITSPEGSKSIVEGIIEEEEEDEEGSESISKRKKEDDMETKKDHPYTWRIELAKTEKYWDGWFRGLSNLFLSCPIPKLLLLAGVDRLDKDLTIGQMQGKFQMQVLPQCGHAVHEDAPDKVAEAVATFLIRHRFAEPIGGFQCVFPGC
# TPT1 inh – C. albicans TPT1 enzyme inhibition | recombinant caTPT1, FP RNA substrate dephosphorylation | inhibition, % at 5 µM | hit rate 0.81% among 300,000 | AID 1962;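 active = inhibition above the mean of all tested compounds plus 3 SD, set per screening campaign, cut at about 24% in these data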;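 also: plate controls were DMSO alone for no effect and ferristatin control at 100 nM for full effect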
# PAD4 FP inh – inhibitors of human PAD4; recombinant PAD4, RCA probe fluorescence polarization; Q9UM07; inhibition, % at 6.36 µM; hit rate 0.41% among 330,000;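 active = percent inhibition above a cutoff equal to the mean of all tested compounds plus 3 SD, cut at about 15% in these data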;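 also: 0% = PAD4 with RCA probe and DMSO and 100% = probe without PAD4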
# Fam108B inh – counter-screen for RBBP9 inhibitors: inhibitors of mouse Fam108B. recombinant Fam108B, FP-Rh probe fluorescence polarization. inhibition, % at 9.51 µM. hit rate 0.33% among 300,000. AID 1947;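 active = inhibition above the screen mean inhibition plus 3 SD, computed separately per campaign, cut at about 18% in these data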;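 also: inhibitors lower polarization as less probe binds the enzyme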
# BCLXL inh – blocks human Bcl-xL binding to Bim BH3 peptide; Q07817; GST-Bcl-xL / FITC-Bim BH3 peptide fluorescence polarization; inhibition, % at 10.9 µM; hit rate 0.7% among 320,000; AID 2129;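 active = inhibition above the mean of all tested compounds plus 3 SD, cutoff set per campaign, cut at about 30% in these data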;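 also: 0% = DMSO wells and 100% = unlabeled Bim-BH3 peptide competitor; inhibitors lower millipolarization by displacing the labeled peptide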
# MEX-5 binding – C. elegans MEX-5 TCR-2 RNA binding activity; activity score (negative = inhibition of binding), % at 10 µM; hit rate 0.38% among 300,000; MEX-5/FITC-TCR2 RNA binding, fluorescence polarization; active compounds read low; Q9XUB2; AID 1832;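 active = inhibition past about -25% in most replicates, and total fluorescence under double the plate's negative control median, limit read from the data; inconclusive = replicates evenly split on the limit, or fluorescence at least double controls; inactive = too little inhibition in most replicates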;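 also: 0% = DMSO and -100% = 5 µM competing unlabeled TCR2 RNA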
# An asterisk follows results filed as active; ? = inconclusive; . = no result given; & = joins results of further samples. The list is partial; rates above refer to the full screens.
molecule,MCL1 BIM primary,GSTO1 counter,GLD-1 TGE inh,PME-1 inh,TPT1 inh,PAD4 FP inh,Fam108B inh,BCLXL inh,MEX-5 binding
CCOc1ccc(C(=O)NCC(=O)Nc2ccc(N3CCOCC3)cc2)cc1OCC,2,18,2,-12,-1,-4,1,2,-0.3
Cc1c(C(=O)N2CCCC2)oc2c1-c1nn(CC(=O)NCCCOC(C)C)cc1CC2,0,3,-3,2,0,2,-3,0,0.3
COc1ccccc1CNC(=O)COC(=O)C1CC1,1,.,-1,-4,.,1,.,2,.
CCOCCCNC(=O)C1(O)c2ccccc2NC(=O)N1c1ccc(C)c(C)c1 (stereo not drawn),0,-1,4,-4,-2,7,-1,2,2.0
Nc1c(C(=O)Nc2ccc3c(c2)OCCO3)nnn1Cc1ccc(F)cc1,9,7,1,5,-2,2,0,7,2.6
O=C(CS(=O)(=O)c1cn(CC(=O)N2CCCC2)c2ccccc12)Nc1ccccc1,2,6,-9,0,1,-4,6,-5,1.2
O=C(CN1C(=O)C2C3CCC(C3)C2C1=O)OCC(=O)c1ccccc1 (stereo not drawn),3,-1,3,1,-6,-3,-1,2,4.0
COc1ccc(C(=O)Cc2nnc(C)s2)c(OC)c1,7,-6,7,4,0,-2,1,7,1.6
Nc1nccc(/C=C/c2c(F)cccc2Cl)n1,16,0,-5,0,-2,1,1,3,0.7
Cc1cc(NC(=O)CN2C(=O)NC3(CCC(C)CC3)C2=O)no1 (stereo not drawn),-3,-3,2,1,1,0,-1,1,.
COc1cc(/C=C2\C(C)=C(C#N)c3nc(N)c(C#N)c(C)c32)ccc1OCC(=O)O,34,-8,6,-7,5,-14,-1,35*,-13
CCOc1ccc(C(=O)Cn2cnnc2C#N)cc1,-6,-4,-8,-1,-1,-5,-6,-1,-2.3
Cc1c(/C(O)=C2/C(=O)C(=O)N(CCN3CCOCC3)C2c2ccccn2)cnn1-c1ccccc1 (stereo not drawn),5,4,12,3,-2,2,5,11,-2.8
COc1ccc(-c2nnc(NC(=O)C(C)C)o2)cc1,5,3,-2,-2,1,2,1,4,-2.9
c1ccc(C2Nc3cccc4cccc(c34)N2)cc1,52*,36*,13,3,-5,4,13,39*,0.1
O=C(N1CCCC1)C12CC3CC(C1)CC(C(=O)N1CCCC1)(C3)C2,9,8,5,-7,-3,-1,2,0,2.0
COc1ccc(C2c3ccsc3CCN2C(C)=O)cc1 (stereo not drawn),-2,-5,2,0,-8,6,1,5,1.7
O=C(CCNC(=O)c1ccccc1Cl)NCC1CCCO1 (stereo not drawn),-4,5,0,4,-2,1,1,-4,2.6
S=c1[nH]nc(CSc2nc3ccccc3s2)n1Cc1ccccc1,-18,-10,-3,1,-1,-5,-4,-19,.
Cc1c(C(=O)Nc2ccc(F)cc2)sc2ncn(CC(=O)N3CCCCC3)c(=O)c12,-5,1,2,-2,2,-2,0,-2,1.1
CC(=O)c1cccc(N(C(=O)c2ccco2)C(C(=O)NC2CCCC2)c2ccc(N3CCOCC3)cc2)c1 (stereo not drawn),-4,-4,2,-2,4,-2,-2,-1,-2.3
O=C(CCCn1c(=O)oc2ccccc21)N1CCc2ccccc2C1,7,1,8,2,-1,0,0,5,1.5
CCOC(=O)c1ccc(N2C(=O)C(O)=C(C(C)=O)C2c2ccc(O)c(OC)c2)cc1 (stereo not drawn),8,17,-3,3,-4,-2,3,0,-1.2
Cc1cccc(C)c1NC(=O)CN(c1ccccn1)S(=O)(=O)c1ccc(F)cc1,-6,-3,-3,3,1,-6,1,4,3.9
Cc1cc(C)nc(/N=C2\NC(=O)CC(C(=O)O)N2CCc2c[nH]c3ccccc23)n1 (stereo not drawn),10,3,4,-3,-7,-2,1,4,2.4
CC1(C)CC(CC(=O)Nc2ccc([N+](=O)[O-])cc2)C(=O)O1 (stereo not drawn),5,1,7,1,-5,-1,-2,4,2.6
O=C(CNC(=O)c1ccco1)OCc1ccc(C(=O)c2ccccc2)cc1,-9,1,5,2,1,-1,-1,-2,0.8
COC(=O)c1ccc(NC(=O)CCn2cccc2)cc1,-2,7,3,-3,-2,-4,0,0,1.8
Cc1ccc(S(=O)(=O)C2(C(=O)N3CCCC(C)C3)CC2)cc1 (stereo not drawn),-2,1,9,-1,-1,-3,-1,1,0.9
CN1C/C(=C/c2cccs2)C(=O)/C(=C\c2cccs2)C1,20,10,6,-2,-3,2,0,16,1.8
O=C(OCCN1C(=O)c2cccc3c(N4CCOCC4)ccc(c23)C1=O)c1cccc(Cl)c1,66*,-1,81*,-9,49*,-2,-3,41*,?
COc1ccc(F)cc1C(=O)C1CCCN(Cc2c(C)n(C)n(-c3ccccc3)c2=O)C1 (stereo not drawn),2,-2,5,1,-1,-5,-3,0,-0.6
Cc1cc(Br)c2[nH]cc(CCNC(=O)c3ccco3)c2c1,-5,-11,0,12,3,2,0,-1,-2.2
COc1ccc(C2(c3ccc(OC)cc3)NC(=O)N(CC(=O)Nc3ccc(C(=O)N(C)C)cc3)C2=O)cc1,-3,5,-1,9,0,-2,-3,-3,-1.0
COc1cccc(C(=O)c2cn(CC(=O)NCc3ccco3)c3nc(C)ccc3c2=O)c1,14,-5,0,-12,4,-4,-1,5,1.5
COc1cccc(-c2cc(C(=O)N3CCN(c4ccc(F)cc4)CC3)no2)c1,-4,4,4,-8,-2,-6,2,3,-0.2
Cc1ncc(C[n+]2csc(CCO)c2C)c(N)n1,-4&4,0&-2,3&3,1&1,0&0,0&3,-2&-3,-3&5,0.9&-3.1
CCCN1CCN(C(=O)C(C)n2nc(C)c3sc4ccccc4c3c2=O)CC1 (stereo not drawn),0,6,2,2,0,-1,0,2,-3.0
CC(C)[C@@H]1COC(c2cccc(C3=N[C@H](C(C)C)CO3)n2)=N1,-1,4,-9,-1,-4,-2,1,2,0.3
CCOc1ccc(N(C(=O)c2snc(C(N)=O)c2N)C(CC)C(=O)NC2CCCC2)cc1 (stereo not drawn),5,0,-1,5,-3,-1,-3,3,-1.3
COc1ccc(OCc2cc(C(=O)N3CCSCC3)no2)c(Cl)c1,0,1,-8,-3,-4,4,-7,5,0.9
O=C(N/N=C/c1cccc(O)c1)c1ccc(NC(=O)c2cccc([N+](=O)[O-])c2)cc1,-7,-30,1,-18,3,-7,3,-7,1.6
COc1ccccc1Cn1c(C)nnc1-c1cnn(C)c1N,5,7,-4,5,-3,4,2,2,-0.7
CC1(C)Cc2c(c(N3CCOCC3)nc3sc(C(N)=O)c(N)c23)CO1,-1,0,-3,4,2,-4,-5,4,2.1
Cc1ccc(Oc2cc(NC(=O)CCCn3nc([N+](=O)[O-])c(Cl)c3C)cc([N+](=O)[O-])c2)cc1,6,-4,3,4,-4,-1,-5,1,1.0
O=c1c2[nH]c3ccc(F)cc3c2ncn1Cc1ccncc1,2,6,0,-3,1,-2,-3,1,-3.5
COc1ccc(/C=C2\SC(=O)N(CCCC(=O)Nc3ccc(C(=O)O)cc3)C2=O)cc1OC,6,-4,0,3,-2,-2,2,1,2.8
COc1cccc(C(=O)COc2ccccc2-c2ccccc2)c1,14,0,9,-3,2,0,4,7,3.0
CC(NCC(=O)Nc1cc(S(=O)(=O)N2CCCCCC2)ccc1Cl)c1ccccc1 (stereo not drawn),6,-1,3,11,-2,-4,-6,7,1.6
O=C(c1ccc(S(=O)(=O)N2CCCCCC2)cc1)N1CCN(Cc2ccccc2)CC1,3,.,2,2,.,1,.,2,.
CCOc1ccc(CN2CCN(Cc3ccc4cc(F)ccc4n3)CC2CCO)cc1 (stereo not drawn),6,-6,4,-1,-2,-5,-1,6,-1.0
CNC(=O)C1CC(=O)N(CCc2ccc(OC)c(OC)c2)C(=Nc2ccc(F)cc2)S1 (stereo not drawn),-6,-12,1,2,6,-3,-4,-3,2.7
CCOC(=O)C1CC(c2ccc(Cl)cc2)=NNC1=O (stereo not drawn),-1,-1,-1,6,-1,-2,-1,5,2.3
CCCC1(C(=O)O)NC(c2ccccc2O)C2C(=O)N(Cc3ccccc3)C(=O)C21 (stereo not drawn),-3,4,4,-3,-2,-1,0,-1,-0.2
O=C(NCc1nnnn1-c1ccc(F)cc1)C1CC(=O)N(c2ccc(F)cc2)C1 (stereo not drawn),3,0,-2,0,0,-3,2,-1,0.8
COc1ccccc1CNC(=O)C1CCN(C(=O)NC2CCCCC2)CC1,-7,5,3,0,-1,-1,2,0,0.0
O=C(CSc1c2c(nc3ccccc13)CCCC2)NCc1ccco1,11,-7,4,1,0,5,-2,11,2.9
O=C(O)CS(=O)CC(=O)NCc1cccc(C(F)(F)F)c1 (stereo not drawn),2,1,3,-6,-1,-2,-2,0,-0.7
COc1ccc(OC)c(/C=N/NC(=O)c2nnn(-c3nonc3N)c2-c2cccs2)c1,0,3,8,5,0,5,1,-1,2.3
Cc1cnc(NC(=O)Cc2ccc(Br)cc2)s1,-2,6,-5,-1,4,-3,-2,-4,-2.8

# (cont.)
molecule,MCL1 BIM primary,GSTO1 counter,GLD-1 TGE inh,PME-1 inh,TPT1 inh,PAD4 FP inh,Fam108B inh,BCLXL inh,MEX-5 binding
CNC(=O)COC(=O)c1ccccc1Oc1ccccc1,7,4,0,0,-5,0,-2,7,0.5
O=C(CSc1nnc(-c2cccnc2)n1Cc1ccccc1)NCc1ccccc1,-11,3,-5,-2,-7,-2,-2,-4,0.0
NC(=O)CC(NC(=O)Cc1ccc(Cl)cc1)c1ccc(NCc2ccccc2)c([N+](=O)[O-])c1 (stereo not drawn),0,19,-13,2,3,2,-1,-3,0.9
CC(=O)NC1(C(F)(F)F)NC(=O)N(c2ccc(F)cc2)C1=O (stereo not drawn),6,8,0,1,1,2,3,8,0.0
O=C1N/C(=C/c2cccn2-c2ccc(F)cc2)C(=O)N1Cc1ccccc1F,-13,-4,5,1,9,-8,-4,0,-0.9
COc1cc2c(cc1NC(=O)CCCN1C(=O)CCC1=O)oc1ccccc12,6,2,-2,12,0,2,1,6,0.4
Nc1ccc(S(=O)(=O)N2CCCC2)cc1Cl,2,-3,0,6,-4,0,1,7,0.0
CCC(C)NC(=O)CC(NS(=O)(=O)c1ccc(Cl)cc1)c1ccco1 (stereo not drawn),3,-4,-3,1,-3,-7,6,8,0.7
O=C(Nc1ccccc1C(=O)O)c1ccc(NC(=O)C2CCCO2)cc1 (stereo not drawn),2,-5,5,-3,-4,8,2,2,-1.3
CCC1C(=O)c2ccccc2N(C)C1=O (stereo not drawn),-3,2,1,-10,3,-1,0,7,-1.6
CCCC(=O)NC(c1ccc(OC)cc1)c1c(O)ccc2ccccc12 (stereo not drawn),6,-3,-3,-5,-4,1,-1,8,2.1
CCN(CC)c1ccc(S(=O)(=O)N2CCOCC2)cc1NC(=O)COC(=O)COc1ccccc1C,5,-1,1,4,0,-3,-1,-4,0.6
COc1ccc(CN2CCN(CCC(C)C)C(CCO)C2)cc1Cn1cccn1 (stereo not drawn),8,5,10,-1,1,1,2,6,-0.9
